Screens from PubChem.
CXCR6 inh: inhibitors of human CXCR6 receptor; inhibition, % at 20 µM; CHO-K1 PathHunter CXCR6 beta-arrestin, luminescence; 360,000 compounds, 0.36% hits; O00574; in the data active means inhibition above about 34%, passing the limit was not always enough;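 further: antagonist mode with CXCL16 agonist at 10 nM final; 0% = 10 nM CXCL16 with DMSO and 100% = unstimulated wells without agonist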
APOBEC3A inh: blocks human APOBEC3A ssDNA deamination | recombinant A3A, FAM/TAMRA ssDNA deamination fluorescence | inhibition, % at 20 µM | 330,000 compounds, 0.41% hits;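 active means at least 40% inhibition at 20 µM here, with at most 30% in a related deaminase screen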;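 further: plate controls were A3A with DMSO for no effect and wells lacking A3A enzyme for full effect; some results filed as inactive read as strong as hits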
Target sequence (P31941 whole entry, looked up): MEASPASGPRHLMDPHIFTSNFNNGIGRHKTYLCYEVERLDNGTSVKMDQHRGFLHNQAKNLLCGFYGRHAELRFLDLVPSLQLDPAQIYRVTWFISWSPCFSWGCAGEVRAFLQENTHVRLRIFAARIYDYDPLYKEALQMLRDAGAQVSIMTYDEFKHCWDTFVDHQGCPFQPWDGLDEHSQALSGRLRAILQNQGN
EBI2 antag: blocks human EBI2 receptor beta-arrestin signaling; EBI2 beta-arrestin recruitment, luminescence, 7a,25-OHC stimulated; inhibition, % at 5 µM; 360,000 compounds, 0.81% hits; in the data active means inhibition above about 38%;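 further: enzyme fragment complementation signal reports receptor beta-arrestin coupling in cells; 0% = agonist plus DMSO wells and 100% = wells without agonist; some results beyond the cut were filed as inactive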
Target sequence (P32249 whole entry, looked up, the tested form may be a part): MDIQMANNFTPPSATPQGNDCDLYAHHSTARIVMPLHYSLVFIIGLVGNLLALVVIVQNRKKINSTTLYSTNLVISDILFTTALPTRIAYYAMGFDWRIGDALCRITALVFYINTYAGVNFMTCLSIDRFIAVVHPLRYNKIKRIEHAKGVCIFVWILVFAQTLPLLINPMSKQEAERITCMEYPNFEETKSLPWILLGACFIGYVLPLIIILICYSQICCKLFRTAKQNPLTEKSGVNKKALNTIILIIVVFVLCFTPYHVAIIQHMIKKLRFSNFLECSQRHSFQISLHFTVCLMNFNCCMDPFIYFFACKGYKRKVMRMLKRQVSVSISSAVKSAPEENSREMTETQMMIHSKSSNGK
A3G deaminase: inhibitors of human APOBEC3G DNA deaminase. Q9HC16. recombinant A3G, ssDNA deamination FAM/TAMRA fluorescence. inhibition, % at 20 µM. 330,000 compounds, 0.28% hits. AID 493012;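 active means inhibition of at least 40% at 20 µM, with no more than 30% in the related APOBEC3A deaminase screen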;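 further: plate controls were DMSO wells with A3G for no effect and wells lacking A3G enzyme for full effect; some compounds called inactive have numbers as strong as hits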
Target sequence (Q9HC16 whole entry, looked up): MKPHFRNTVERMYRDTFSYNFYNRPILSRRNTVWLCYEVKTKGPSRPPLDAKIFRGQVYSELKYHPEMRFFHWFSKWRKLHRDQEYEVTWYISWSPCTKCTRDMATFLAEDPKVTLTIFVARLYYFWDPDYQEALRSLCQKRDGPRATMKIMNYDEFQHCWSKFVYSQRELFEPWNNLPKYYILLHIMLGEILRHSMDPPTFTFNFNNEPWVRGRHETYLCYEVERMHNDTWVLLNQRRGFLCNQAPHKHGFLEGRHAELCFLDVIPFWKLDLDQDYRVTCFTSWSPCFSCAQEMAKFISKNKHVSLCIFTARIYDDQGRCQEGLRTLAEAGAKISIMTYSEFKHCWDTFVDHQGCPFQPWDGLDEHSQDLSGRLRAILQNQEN
MPTP block: permeability transition pore inhibition | isolated mouse mitochondria, Ca2+ swelling absorbance, 30 min | 360,000 compounds, 1.4% hits | inhibition, % at 10 µM;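 active means inhibition of 50% or more, scaled per plate between neutral and stimulator controls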;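 further: 0% = DMSO wells given calcium and 100% = 1 mM EGTA wells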
Gli-Sufu block: blocks Gli-Sufu signaling in a luciferase reporter. inhibition, % at 5 µM. 340,000 compounds, 0.74% hits. Sufu-KO-LIGHT fibroblasts, Gli luciferase reporter luminescence;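 active means inhibition above about 55%, limit read from the data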;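 further: 0% = DMSO-treated cells and 100% = wells with medium but no cells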
CCR6 antagonist: CCR6 (human) receptor antagonism; inhibition, % at 20 µM; P51684; 340,000 compounds, 0.49% hits; CHO-K1 CCR6 PathHunter beta-arrestin, luminescence, CCL20-stimulated;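 active means compounds whose inhibition of the agonist-driven luminescence signal at 20 µM reaches about 50%, limit read from the data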;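 further: cells stimulated with CCL20 at 14 nM final; plate controls were DMSO with CCL20 for no effect and DMSO without agonist for full effect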
GRIN3A LBD mod: modulates the human NR3A ligand-binding domain. 340,000 compounds, 2.5% hits. Tm shift relative to glycine control, % at 25 µM. NR3A LBD differential scanning fluorimetry, Tm shift; 0% = protein alone, 100% = glycine-bound protein;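 active means melting temperature shift of at least 10% of the positive control shift, at one fixed dose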
The depositor's hits bear a star; x = no result given.

Values run as follows: CXCR6 inh	APOBEC3A inh	EBI2 antag	A3G deaminase	MPTP block	Gli-Sufu block	CCR6 antagonist	GRIN3A LBD mod
[1] COc1cccc(CCNC(=O)CC2C(=O)NCCN2CC(C)(C)C)c1 (centres undefined)
 : -4	-1	-2	-7	0.2	16	6	-2
[2] COc1ccc(CNC(=O)/C=C/c2ccco2)cc1OC
 : -1	13	-6	-6	2.0	5	7	-2
[3] CCN(CC)P(=O)(Nc1cccc(C(F)(F)F)c1)c1ccc(N(C)C)cc1NC(=O)c1ccco1 (centres undefined)
 : -4	7	32	-1	0.4	19	-10	5
[4] CC(=O)NC(O)C(=O)c1ccccc1 (centres undefined)
 : -12	0	-1	-2	-0.9	4	10	0
[5] Cc1cccc(OCCCC(=O)Nc2ccc3c(c2)OCO3)c1
 : -6	-2	-4	-9	1.6	3	4	1
[6] Cc1ccccc1SCC(=O)Nc1cc(C(F)(F)F)ccc1N1CCOCC1
 : 4	1	29	-1	-0.3	23	25	-11
[7] CC1CCCCN1C(=O)C1CCN(c2nc(-c3ccccc3)nc3c2CCC3)CC1 (centres undefined)
 : 2	-5	4	-10	0.7	42	22	-2
[8] O=C1Nc2ccccc2/C1=C/c1cnc(-c2ccccc2)[nH]1
 : -5	1	9	-8	6.2	-45	-7	2
[9] CN1CCN(c2cc(=O)n(-c3ccc(Cl)cc3)c(=O)[nH]2)CC1
 : -2	-4	-8	-5	-1.2	7	-2	1
[10] O=C(N/C(=C\c1ccco1)C(=O)N1CCC(O)CC1)c1ccccc1
 : 4	-1	0	-7	0.1	7	5	-1
[11] S=C(Nc1ccc(Cl)cc1)c1nc2ccccc2s1
 : 19	2	-3	2	0.8	-31	36	-1
[12] CC(=O)c1ccc(N2CCN(C(=O)c3ccco3)C(C)C2)c(F)c1 (centres undefined)
 : -2	-3	-4	-5	0.8	6	-5	-1
[13] c1ccc(C(c2c[nH]c3ccccc23)c2c[nH]c3ccccc23)nc1
 : 0	-2	-5	-5	-3.1	3	14	-1
[14] Cc1nn2c(nc1=O)NNC2(C)C(C)(C)C (centres undefined)
 : -3	3	-14	-4	0.7	4	-3	2
[15] CC(C)CN1CCC(=O)N([C@H](CSc2ccc(Br)cc2)Cc2ccccc2)CC1
 : 9	1	8	0	4.5	35	4	0

The list goes on.
Values run as follows: CXCR6 inh	APOBEC3A inh	EBI2 antag	A3G deaminase	MPTP block	Gli-Sufu block	CCR6 antagonist	GRIN3A LBD mod
[16] COc1ccc(NC(=O)CN(C)C2CCCCC2)c([N+](=O)[O-])c1
 : 2	-4	14	-7	0.7	1	3	-2
[17] CC(OC(=O)Cc1coc2ccc3ccccc3c12)C(=O)NC(N)=O (centres undefined)
 : -18	-6	2	-5	2.5	-2	11	-1
[18] c1cc2c(cn1)cnc1cscc12
 : -6	-5	8	-7	-0.6	-9	12	0
[19] COc1ccc(OC)c(N(CC(=O)Nc2ccccc2)S(=O)(=O)c2ccccc2)c1
 : 4	0	4	-2	3.1	4	24	3
[20] CCOc1ccc(C(=O)Cc2ccc3oc(C(=O)O)cc3c2)c(O)c1
 : -1	-6	-6	-8	-1.4	-2	20	0
[21] CCOC(=O)N1CCC(N(CCN(C)C)C(=S)Nc2ccc(F)c(Cl)c2)CC1
 : 7	3	-19	-4	4.4	3	1	1
[22] CC1=CCC(C(=O)O)(C(=O)N/N=C/c2cccnc2)C(c2ccccc2)C1 (centres undefined)
 : 6	-1	4	-2	-1.0	-4	12	-2
[23] CCOC(=O)N1CCN(C(=O)CCSc2ccc(Cl)cc2)CC1
 : 4	-8	3	-7	0.1	-18	15	-3
[24] C/C(=N/NC(=O)CNC(=O)Cc1ccccc1)c1ccco1
 : -2	-4	-6	-6	1.7	-8	1	3
[25] COc1ccc(N2CCN(C(CNC(=O)C(=O)NCC(OC)OC)c3ccco3)CC2)cc1 (centres undefined)
 : -10	-3	-5	-4	-0.5	9	4	0
[26] CC1CCc2c(sc3nc(CN4CCOCC4)nc(Sc4ccccc4)c23)C1 (centres undefined)
 : 3	-4	2	-6	-0.6	17	4	-1
[27] O=C(Nc1ccc2c3c(cccc13)CC2)c1ccc(Br)o1
 : -7	0	9	0	1.1	-40	-2	-2
[28] CCCCn1c(N)c(N(CCOC)C(=O)COC(=O)C(C)(C)Oc2ccc(Cl)cc2)c(=O)[nH]c1=O
 : -13	5	-3	0	-2.5	9	3	-2
[29] O=C(NNS(=O)(=O)c1ccccc1)c1csc(-c2cccnc2)n1
 : 2	2	-5	-2	0.3	2	3	1
[30] COc1ccc(-n2ncc3c(N4CCCc5ccccc54)ncnc32)cc1
 : -10	x	13	x	0.4	-49	1	-1

The listing continues.
Values run as follows: CXCR6 inh	APOBEC3A inh	EBI2 antag	A3G deaminase	MPTP block	Gli-Sufu block	CCR6 antagonist	GRIN3A LBD mod
[31] Cn1c(SCC(=O)N2CCCc3ccccc32)nnc1-c1c[nH]c2ccccc12
 : -2	-2	12	-2	-15	10	-3	0
[32] CC(NC(=O)c1ccccc1NC(=O)c1ccccc1)C(=O)N1CCOCC1 (centres undefined)
 : 3	3	-8	6	0.9	0	4	3
[33] CCC/C(=N\NC(=O)c1ccccc1C)c1ccccc1
 : 4	1	-9	-1	1.0	-19	22	-3
[34] Cn1c(=O)c2[nH]c(SCCN3CCOCC3)nc2n(C)c1=S
 : -4	x	-5	x	-1.9	9	-6	-2
[35] COc1cc(CNCCc2c[nH]c3ccccc23)ccc1OCc1ccccc1F
 : -3	-1	-6	-1	0.7	-5	-6	-4
[36] CC1(C)CC(=O)N(CC(=O)NCc2ccc(F)cc2)c2ccccc2S1(=O)=O
 : -7	5	1	3	-3.1	-1	-2	1
[37] CNc1ccc(Cl)cc1C(N)=O
 : -5	-2	-20	-5	2.4	-1	-6	1
[38] Cc1cccc(NS(=O)(=O)c2ccc3c(c2)OCCO3)c1
 : 0	1	6	-3	0.5	6	9	1
[39] C(=N\N1CCN(Cc2ccccc2)CC1)/c1cccs1
 : -13	-2	-4	-8	-0.7	-23	-2	-1
[40] Clc1cccc(OCc2nnc(-c3ccccc3Br)o2)c1
 : 2	3	0	2	-1.3	-1	21	-10
[41] COc1ccc(NC(=S)N2CCC(NC(=O)c3ccc(F)cc3)CC2)cc1
 : -11	-1	6	-5	-3.1	-5	7	-1
[42] CC(Sc1cccc[n+]1[O-])C(=O)Nc1cc(Cl)c(Cl)cc1Cl (centres undefined)
 : 6	0	-3	-4	-1.2	8	7	-2
[43] CCOC(=O)C1CCN(Cc2nc3ccccc3c(=O)n2-c2ccc(F)cc2)CC1
 : -1	3	5	0	-0.8	24	5	0
[44] COC(=O)C1=C(C)NC(=S)NC1c1ccc(OC(=O)c2ccco2)cc1 (centres undefined)
 : 2	-6	-5	-9	-4.8	3	-17	1
[45] CCN(CC)c1ccc(NC(=O)c2cnc3ccccn3c2=O)c(C)c1
 : 10	-2	-3	-2	-0.4	-6	-3	1

Further compounds:
Values run as follows: CXCR6 inh	APOBEC3A inh	EBI2 antag	A3G deaminase	MPTP block	Gli-Sufu block	CCR6 antagonist	GRIN3A LBD mod
[46] S=C(NCC1CCCO1)NC12CC3CC(CC(C3)C1)C2 (centres undefined)
 : -2	-1	-6	-7	0.7	3	8	0
[47] S=C(NCc1ccco1)N1CCN(c2cccc(Cl)c2)CC1
 : 6	-1	-9	-2	0.0	32	26	-5
[48] COCCOc1cc(Nc2nnc(C(F)(F)F)s2)c(Cl)cc1Cl
 : 0	-1	5	-5	80*	8	13	-25
[49] O=C(CN1CCOc2ccccc21)N1CCN(c2cccc(Cl)c2)CC1
 : -7	-3	4	-8	0.2	61*	18	-2
[50] O=C(Nc1ccc(S(=O)(=O)N2CCC(C(=O)NC3CCCCC3)CC2)cc1)c1ccco1
 : 2	-2	0	-5	0.7	7	5	1
[51] O=C(O)CSc1nc(-c2ccccc2)nc2c1oc1ccccc12
 : 9	-5	1	-7	1.2	11	14	2
[52] O=C1CC(C(=O)Nc2ccc(F)c(Cl)c2)N=C(N2CCCCC2)N1 (centres undefined)
 : 3	-1	-8	-3	-1.2	-9	-24	-2
[53] COc1cccc(CNC(=O)COC(=O)c2cc([N+](=O)[O-])ccc2N2CCCC2)c1
 : 18	1	9	-3	-2.5	13	23	1
[54] Cc1ccc(NC(=O)CSc2nc(N)c3cc4c(nc3n2)CCCC4)cc1
 : -8	-1	2	-7	1.4	-19	1	-2
[55] Cc1ccc(/C=C2\SC(=S)N(CCC(=O)NNS(=O)(=O)c3ccc(C)cc3)C2=O)cc1
 : 4	x	9	x	7.2	4	-5	9
[56] Cc1ccccc1C1CCCN(C(=O)c2cc(COc3c(F)cccc3F)on2)C1 (centres undefined)
 : -9	-2	4	-2	8.3	5	8	0
[57] O=C(NC1CC1)C1=C[C@H](c2ccc(Br)cc2)C[C@H](OCc2ccc(CO)cc2)O1
 : -9	-4	6	-6	-0.9	3	4	-2
[58] CN(C)CCCN(C(=O)c1ccc(S(=O)(=O)N(C)C)cc1)c1nc2ccc(F)cc2s1
 : -1	-3	1	-6	-1.4	8	6	-1
[59] Cc1cc(C(=O)COc2cc(F)ccc2[N+](=O)[O-])c(C)n1CC1CCCO1 (centres undefined)
 : 0	-5	-7	-7	0.4	3	12	0
[60] OC(COCc1cccs1)CN1CCN(c2ccccn2)CC1 (centres undefined)
 : 12	-1	0	1	-0.4	-8	-4	2

New compounds follow.
Values run as follows: CXCR6 inh	APOBEC3A inh	EBI2 antag	A3G deaminase	MPTP block	Gli-Sufu block	CCR6 antagonist	GRIN3A LBD mod
[61] COc1ccc(NC(=O)n2ncc3c(C)cccc32)cc1OC
 : -6	1	3	-4	-1.4	-55	5	-8
[62] O=C(CSc1nnc(NC(=O)c2ccccc2)s1)NC1CCCC1
 : 3	0	0	-5	0.9	-12	10	-1
[63] COc1ccc(CN(C)C(C)C(=O)Nc2ccc([N+](=O)[O-])cc2Cl)cc1OC (centres undefined)
 : -6	3	10	-4	39	22	11	0
[64] O=C(O)CCC(=O)Nc1cccc(C(=O)c2ccccc2)c1
 : -13	1	12	-1	0.4	4	-1	0
[65] Nc1cccc2c1C(=O)N(C(=O)c1ccc(S(=O)(=O)N3CCCCCC3)cc1)C2=O
 : -3	-1	3	8	-1.6	1	8	-10
[66] COCCCNC(=O)c1cc(Sc2ccc(F)cc2)nc2ccccc12
 : -2	-6	-8	-10	0.1	8	7	0
[67] COc1cccc(NS(=O)(=O)c2cc3c(cc2C)N(C(C)=O)CCO3)c1
 : 3	-5	9	-7	-0.7	-19	-21	-3
[68] CS(=O)(=O)N(CC(=O)N1CCc2ccccc2C1)c1ccc(Br)cc1
 : -2	-3	-5	-6	-1.0	-1	19	-1
[69] Cc1cc(NC(=O)C2CCCC2)nc2c1c(=O)oc1ccccc12
 : -11	4	-4	-2	-3.4	7	6	-4

3 of these compounds in a different format:
cpd	structure	CXCR6 inh	APOBEC3A inh	EBI2 antag	A3G deaminase	MPTP block	Gli-Sufu block	CCR6 antagonist	GRIN3A LBD mod
67	COc1cccc(NS(=O)(=O)c2cc3c(cc2C)N(C(C)=O)CCO3)c1	3	-5	9	-7	-0.7	-19	-21	-3
68	CS(=O)(=O)N(CC(=O)N1CCc2ccccc2C1)c1ccc(Br)cc1	-2	-3	-5	-6	-1.0	-1	19	-1
69	Cc1cc(NC(=O)C2CCCC2)nc2c1c(=O)oc1ccccc12	-11	4	-4	-2	-3.4	7	6	-4
